Screening data as filed in PubChem BioAssay.
PHOSPHO1 inh: blocks human PHOSPHO1 phosphatase activity; recombinant PHOSPHO1, absorbance phosphatase assay; hit rate 1.1% among 290,000; inhibition, % at 13.3 µM; in the data active means inhibition above about 60%
Target sequence (Q8TCT1 whole entry, looked up): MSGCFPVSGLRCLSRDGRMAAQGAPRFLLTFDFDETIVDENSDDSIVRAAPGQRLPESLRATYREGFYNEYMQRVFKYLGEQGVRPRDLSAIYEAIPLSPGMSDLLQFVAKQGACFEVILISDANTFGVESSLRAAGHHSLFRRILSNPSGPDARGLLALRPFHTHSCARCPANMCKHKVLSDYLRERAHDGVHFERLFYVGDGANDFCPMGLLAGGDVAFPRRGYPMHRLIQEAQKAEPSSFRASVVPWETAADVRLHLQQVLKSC
MEKK2 mut-MEK5: signal of MEK5 binding to mutant human MEKK2 PB1 domain. percent response, % at 10 µM. hit rate 0.35% among 290,000. AID 1530. bead flow cytometry, Alexa488-MEK5 binding to MEKK2 mutant; in the data active means percent response above about 24%, passing the limit was not always enough; further: inactives centre near 1; some results filed as inactive read as strong as hits; reference of the scale not given here
GPR7 antagonist: antagonists of human GPR7 (neuropeptides B/W receptor 1). AID 1861. inhibition, % at 4.4 µM. hit rate 1.1% among 290,000. P48145. GPR7-expressing cells, fluorescence antagonist assay; in the data active means inhibition above about 16%, passing the limit was not always enough;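 further: cells stimulated with the agonist NPW; 0% = agonist with vehicle and 100% = vehicle without agonist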
NALP1 yeast inh: inhibitors of NALP1 inflammasome in yeast. S. cerevisiae NALP1/ASC/caspase-1 growth, X-gal OD620, 72 h. inhibition, % at 10 µM. hit rate 0.61% among 280,000; in the data active means inhibition mostly above about 24%, no sharp cut-off; inactive means mostly below about 32%; further: some compounds called inactive have numbers as strong as hits
V1aR counter: counter-screen for oxytocin receptor agonists: human V1a receptor agonists; P37288; CHO-V1R cells, Fluo-8 calcium fluorescence, agonist mode; 0% DMSO, 100% 3 nM vasopressin; activation, % at 3 µM; hit rate 0.25% among 320,000; AID 2797;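 active means activation above the mean activation of all tested compounds plus 3 SD, per screening run, cut at about 20% in these data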;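 further: signal is peak over basal fluorescence ratio across a 100 second FLIPR read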
Target sequence (P37288 whole entry, looked up): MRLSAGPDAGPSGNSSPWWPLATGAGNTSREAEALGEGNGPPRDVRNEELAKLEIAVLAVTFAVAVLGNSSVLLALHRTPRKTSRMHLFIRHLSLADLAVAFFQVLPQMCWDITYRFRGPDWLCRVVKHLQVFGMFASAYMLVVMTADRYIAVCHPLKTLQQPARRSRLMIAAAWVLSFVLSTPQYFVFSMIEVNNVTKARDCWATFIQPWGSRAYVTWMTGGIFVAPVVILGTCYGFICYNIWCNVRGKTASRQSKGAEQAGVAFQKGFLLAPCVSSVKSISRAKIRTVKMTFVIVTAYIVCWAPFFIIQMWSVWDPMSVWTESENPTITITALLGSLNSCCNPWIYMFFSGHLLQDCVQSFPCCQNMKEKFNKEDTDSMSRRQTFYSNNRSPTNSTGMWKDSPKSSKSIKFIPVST
OXTR agonist: agonists of human oxytocin receptor; P30559; CHO-OTR cells, Fluo-8 calcium fluorescence; normalized: DMSO 0%, oxytocin 100%; activation, % at 3 µM; hit rate 0.32% among 320,000;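 active means activation above the mean of all tested compounds plus 3 SD, cutoff set per screening run, cut at about 20% in these data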;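 further: peak over basal fluorescence ratio from a 100 s FLIPR kinetic read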
MEKK2wt PB1 HTS: raises or lowers MEK5 binding to wildtype human MEKK2 PB1 domain; Q9Y2U5; bead flow cytometry, Alexa488-MEK5 binding to MEKK2 WT; actives lie on both sides; binding response (% of control), % at 10 µM; hit rate 1.1% among 290,000; in the data active means binding response below about 67% or above about 130%
GalR3 antag: blocks the human galanin receptor 3; O60755; HEK293 GalR3-CNG cAMP membrane potential fluorescence; galR3 body fused to GalR1 C-terminus; inhibition, % at 3 µM; hit rate 0.44% among 360,000; AID 651719;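 active means inhibition above the screen-wide average plus 3 SD, cut at about 13% in these data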;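 further: forskolin and galanin both at EC90 stimulate the cells; cAMP rise reported by CNG channel membrane potential dye signal; 0% = forskolin plus galanin with DMSO and 100% = forskolin alone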
Target sequence (O60755 1-299 limits assumed): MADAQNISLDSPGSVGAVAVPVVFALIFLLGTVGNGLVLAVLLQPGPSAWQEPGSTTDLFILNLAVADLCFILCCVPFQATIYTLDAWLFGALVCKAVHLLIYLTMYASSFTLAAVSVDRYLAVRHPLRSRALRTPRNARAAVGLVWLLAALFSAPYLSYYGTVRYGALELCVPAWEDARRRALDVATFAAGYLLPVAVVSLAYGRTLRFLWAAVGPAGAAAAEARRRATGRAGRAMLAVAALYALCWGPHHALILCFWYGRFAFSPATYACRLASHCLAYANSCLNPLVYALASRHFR
MEKK3 PB1 HTS: MEKK3-MEK5 PB1 interaction, increase or decrease; Q99759; bead-based flow cytometry, Alexa488-MEK5 binding to MEKK3; actives lie on both sides; 0 = blocked by unlabeled MEK5, 100 = vehicle; binding response (% of control), % at 10 µM; hit rate 1.4% among 290,000; AID 1529;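 active means binding response more than 3 SD above or below the average of its plate-row segment, actives on both sides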;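 further: Alexa488 bead fluorescence after subtracting the streptavidin-only scavenger bead signal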
The depositor's hits bear a star; / = not tested or not shown; [ ] = dose if it differs, or a comment.

Under each structure – PHOSPHO1 inh	MEKK2 mut-MEK5	GPR7 antagonist	NALP1 yeast inh	V1aR counter	OXTR agonist	MEKK2wt PB1 HTS	GalR3 antag	MEKK3 PB1 HTS
Cc1ccc(C2=NN(C(=O)CCCC(=O)O)C(c3ccc4c(c3)OCO4)C2)cc1 (configuration not stated)
 : 3	-1	-4	17	0.1	1.2	94	0	101
Cc1ccccc1CSc1nnc(CCCCCNC(=O)OC(C)(C)C)o1
 : 41	6	-3	/	1.5	-2.0	100	-6	104
COc1ccccc1-c1nnc(NC(=O)CCS(=O)(=O)c2ccccc2)o1
 : 3	-2	-10	1	-0.1	0.2	101	0	101
CN(C)/C(CN1CCN(C=O)CC1)=C1\N=C(c2ccccc2)OC1=O
 : 28	2	-14	-1	6.9	10	99	-9	103
COc1cc(CN(C(=O)c2ccco2)c2ccc(C)cc2)ccc1O
 : 9	5	-8	8	0.8	-1.5	108	-6	104
COc1ccc2oc(=O)c(C(=O)N3CCN(c4ccccc4C)CC3)cc2c1
 : -1	3	-8	-2	-0.1	-0.3	99	2	102
Clc1cccc(-c2sc(Nc3ccccc3)n[n+]2-c2ccccc2)c1Cl
 : 15	13	-6	-3	3.5	6.2	135*	0	104
CCCn1nc2cc(C(=O)NCCCCc3ccccc3)ccc2c1OCC
 : 38	3	-9	-2	-0.8	-2.0	103	-9	107
COc1cc(C(=O)N/N=C/c2cc([N+](=O)[O-])cs2)cc(OC)c1OC
 : 4	1	-3	22	-0.2	-1.1	102	-3	101
NC(=O)C[n+]1cccc(C(N)=O)c1
 : 20	-6	0	0	0.4	-0.4	93	-4	104
O=c1[nH]c(C2CCN(S(=O)(=O)c3ccccc3C(F)(F)F)CC2)nc2c1nnn2Cc1cccc(F)c1
 : 45	-3	12	17	-1.0	-0.4	96	-9	99
COc1cc(-c2nc(S(=O)(=O)c3ccc(Cl)cc3)c(N3CCOCC3)o2)cc(OC)c1OC
 : 1	4	-9	-5	-1.5	-0.5	101	-5	100
O=C(/C=C/Nc1ccc(S(=O)(=O)Nc2cnc3ccccc3n2)cc1)c1ccccc1
 : 32	2	-6	/	0.8	0.3	94	-3	99
CCCCN1C(=O)/C(=C(/C#N)C(=O)N2CCCC2)c2ccccc21
 : -5	-1	-8	/	-1.6	-0.4	101	-5	109
O=C1/C(=C/c2ccc(F)cc2)CCC1C1CCCC1 (configuration not stated)
 : 11	1	-10	41	-1.2	-1.7	104	-3	102
CSc1nsc(/C=C/Nc2ccc(Cl)cc2)c1C#N
 : 33	0	-1	21	0.7	-0.1	94	-3	94
COc1ccc(S(=O)(=O)Cc2ccc(C(=O)N3CCN(c4cc(C)ccc4C)CC3)o2)cc1
 : 45	3	12	4	0.3	-1.1	104	-1	101
COc1ccc(NC(=O)c2cccc(N3C(=O)C4C5C=CC(C5)C4C3=O)c2)cc1Cl (configuration not stated)
 : 23	-7	-8	24	2.0	0.0	95	3	96
CCCCC(=O)Nc1cccc(NC(=S)NC(=O)Cc2ccccc2)c1
 : -10	-2	-5	4	3.3	1.1	92	-2	95
COc1c(Cl)cc(Cl)cc1CNCc1ccccc1
 : 48	0	-2	16	-1.2	-2.4	109	-1	104
CCOC(CNC(=O)c1ccc(N2CCc3ccccc32)c([N+](=O)[O-])c1)OCC
 : -12	-2	-6	23	8.4	11	96	-11	96
CCS(=O)(=O)n1nc(-c2ccccc2)nc1SC
 : 15	6	6	10	0.8	-0.1	112	1	115
Cc1ccc(C(=O)c2coc3c2C(=O)C(=O)c2ccccc2-3)cc1
 : 85*	5	11	2	-0.8	-1.6	102	-5	103
COc1ccc(/C=C/C(=O)OCC(=O)c2c(N)n(C)c(=O)n(C)c2=O)cc1
 : 4	-2	0	44	5.2	7.9	100	-5	100
COc1ccccc1/C=C(/NC(=O)c1ccccc1)C(=O)NCCN1CCOCC1
 : 44	0	-12	15	-0.3	1.0	105	-7	101
COc1ccc(C2(C(=O)Nc3cc(C)on3)CCOCC2)cc1
 : -3	1	-18	-11	-0.2	-0.4	100	0	99
Cc1ccc(C(=O)COc2ncnc3cc(Cl)ccc23)cc1
 : -1	-10	-17	7	0.0	-0.1	94	-6	93
C=C(C)c1cccc(C(C)(C)NC(=O)N2CCN(c3ccccc3)CC2)c1
 : -23	1	-14	1	-2.3	-2.6	98	-4	99
COc1ccc(OC)c(NC2=NC3(CCCCC3)N=C(N)N2)c1
 : -2	5	0	8	1.0	-0.8	114	6	99
Cn1cccc1C(=O)NCC1CCCCC1
 : 38	3	6	19	1.4	0.3	107	-4	100
CCOC(=O)Cn1nc(CC)c2ccccc2c1=O
 : 34	2	1	18	0.2	0.1	99	-4	103
CC(C)c1nc2ccc(NC(=O)C34CC5CC(CC(C5)C3)C4)cc2[nH]1
 : -5	5	-8	2	0.9	-0.3	107	1	104
CC1=C(C)CC(C(=O)NCc2ccc3c(c2)OCO3)C(C(=O)O)C1 (configuration not stated)
 : 3	4	-8	1	1.3	0.5	103	-5	105
COC(=O)C(Cc1c[nH]c2ccccc12)NC(=O)c1cc(-c2ccc(OC)c(OC)c2)oc1C (configuration not stated)
 : 14	1	-8	12	5.2	1.6	106	2	113
COc1ccc(CC2(CO)CCN(S(=O)(=O)c3sccc3C)CC2)cc1
 : 43	-7	9	11	4.1	4.4	93	-9	90
CN(C)CCCN(C(=O)/C=C/c1cccs1)c1nc2c(F)cccc2s1
 : -23	4	6	7	/	/	132	-8	109
O=C(NC1CCCC1)c1cc(-c2ccc(Cl)cc2)on1
 : 19	7	2	21	1.9	-0.2	103	3	109
COc1ccc(S(=O)(=O)Nc2nc3ccccc3nc2NCC2CCCO2)cc1 (configuration not stated)
 : 24	16	-18	3	1.2	0.1	103	-6	108
COc1cc2c(cc1OC)C(c1ccccc1)N(C(=O)CSCC(=O)O)CC2 (configuration not stated)
 : 0	-4	-4	12	-0.3	0.0	90	-5	97
Cc1ccc(/C=N/NC(=O)c2cc3c(ccc4ccccc43)o2)cc1[N+](=O)[O-]
 : 24	/	-5	17	0.0	-0.6	/	-3	/
Cc1cc2nc(-c3ccc(SCC(=O)Nc4nccs4)nc3)[nH]c2cc1C
 : -1	8	-6	9	/	/	95	-9	96
CCc1nnc(NS(=O)(=O)c2ccc(NC(=O)c3ccc(Br)cc3)cc2)s1
 : 20	4	-21	8	0.0	-0.9	105	-10	107
COCc1cc(C)nc(NC2CC(C)(C)NC(C)(C)C2)c1C#N
 : 29	2	-4	5	-0.9	-1.2	101	-10	102
O=C(NNc1cccc(Cl)n1)c1c(Cl)cccc1Cl
 : 4	4	-9	10	-0.8	0.0	102	-3	102
Oc1c(CN2CCN(c3ccccn3)CC2)cc(Cl)c2cccnc12
 : 10	11	-4	79*	1.1	0.7	104	/	100
COc1ccccc1CC(=O)N1CCCc2cc(C)ccc21
 : /	-1	7	20	4.8	-0.7	97	-2	96
COc1ccc(C2C(C(=O)N3CCOCC3)c3ccccc3C(=O)N2c2ccc(OC)cc2)cc1 (configuration not stated)
 : 34	3	-15	6	0.5	-0.1	107	-6	105
CCC1=C2CC[C@H]3C(=O)N(CC)C(=O)[C@H]3[C@H]2[C@@]2(Cc3ccccc3)C(=O)N(Cc3ccccc3)C(=O)N2C1=O
 : 22	5	/	/	-0.7	-1.8	99	-5	110
CCOC(=O)c1c(C)c(C(=O)NCc2cccs2)c(C)n1CC
 : 16	2	-8	17	-0.5	-1.9	98	-6	100
CN(CCc1ccccn1)C(=O)CCC1CCCN(C(=O)c2cccc(N(C)C)c2)C1 (configuration not stated)
 : 33	9	-24	5	-1.0	-0.6	109	0	103
O=C(c1cc(F)ccc1F)C1CCCN(C(=O)c2cccs2)C1 (configuration not stated)
 : -6	-4	-7	-1	-0.2	-1.0	101	-4	102
O=C(CN1CCN(S(=O)(=O)c2ccc(Br)cc2)CC1)N/N=C/c1cccs1
 : -7	25	2	4	2.0	1.1	111	-4	110
CC(=O)C1=C(C)NC(SCC(=O)c2ccc(Cl)c(Cl)c2)=C(C#N)C1c1ccco1 (configuration not stated)
 : 76*	-3	-2	13	-0.1	0.3	94	-6	94
Cc1nc2cc3c(cc2s1)OCO3
 : 3	7	-14	/	-0.8	-1.7	104	2	102
O=C(NC(=S)N1CCCCC1CO)C12CC3CC(CC(C3)C1)C2 (configuration not stated)
 : 10	0	-7	/	0.8	-0.4	106	-4	112
CCn1c(SCC(=O)O)nc2sc3c(c2c1=O)CCC3
 : -9	-9	13	11	1.3	-0.1	-1.0*[inhibitor]	-4	1.0*[inhibitor]
COc1cc(OC)cc(C(=O)OC/C(O)=C(\C#N)c2nc3ccccc3[nH]2)c1
 : 24	-2	-5	/	20	10	97	3	98
O=C(Nc1ccc(N2CCN(C(=O)c3ccc(Cl)cc3)CC2)cc1)c1cc2ccccc2o1
 : -14	5	0	28	0.4	1.6	102	-6	102
O=C(CC12CC3CC(C1)CC(CC(=O)NC1=NCCS1)(C3)C2)NC1=NCCS1
 : 33	-4	4	24	/	/	93	-3	92
O=C(COc1ccc2c3c(c(=O)oc2c1)CCCC3)N1CCN(c2ccccc2)CC1
 : 44	9	-12	11	-0.2	0.1	108	-1	106

Three compounds drawn at random from those above, as already listed:
Under each structure – PHOSPHO1 inh	MEKK2 mut-MEK5	GPR7 antagonist	NALP1 yeast inh	V1aR counter	OXTR agonist	MEKK2wt PB1 HTS	GalR3 antag	MEKK3 PB1 HTS
CCn1c(SCC(=O)O)nc2sc3c(c2c1=O)CCC3
 : -9	-9	13	11	1.3	-0.1	-1.0*[inhibitor]	-4	1.0*[inhibitor]
Cn1cccc1C(=O)NCC1CCCCC1
 : 38	3	6	19	1.4	0.3	107	-4	100
COc1ccc(OC)c(NC2=NC3(CCCCC3)N=C(N)N2)c1
 : -2	5	0	8	1.0	-0.8	114	6	99

(continued)
Under each structure – PHOSPHO1 inh	MEKK2 mut-MEK5	GPR7 antagonist	NALP1 yeast inh	V1aR counter	OXTR agonist	MEKK2wt PB1 HTS	GalR3 antag	MEKK3 PB1 HTS
COC(=O)C(O)(NC(=O)c1ccncc1)C(F)(F)F (configuration not stated)
 : 24	6	-3	/	0.7	0.9	104	-5	99
COc1ccc(NC(=O)CSc2ccc(F)cc2)cc1S(=O)(=O)N1CCCCC1
 : 7	1	7	27	7.4	4.2	100	-5	105
C=CCn1c(SCC(=O)Nc2ccc3c(c2)OCO3)nnc1-c1cc(Br)ccc1O
 : -6	3	-15	/	2.3	0.2	96	-6	106
CCOCCCNC(=O)c1ccc2c(=O)n(Cc3ccc4c(c3)OCO4)c(=S)[nH]c2c1
 : -24	-4	-4	-16	1.2	1.4	95	1	99
COc1ccc(-n2cc(CN3CCC(OC)CC3)c(-c3cccc(F)c3)n2)cc1
 : 17	-9	2	11	0.8	2.3	95	3	89
CCOC(=O)c1[nH]c2ccccc2c1NC(=S)Nc1cccc(C)c1
 : -21	-2	-5	20	1.4	0.6	103	5	105
Cc1ccc(NC(=O)c2ccc(COc3ccccc3)o2)nc1
 : 43	-2	-11	16	1.4	-0.7	101	2	103
OCCC1CN(CCCc2ccccc2)CCN1Cc1ccc(F)cc1 (configuration not stated)
 : 8	10	-6	22	0.9	0.4	116	-8	108
Cc1ccc(NC(=O)CNC(=O)c2ccco2)cc1Cl
 : 14	0	2	3	0.8	0.4	103	-9	103
CC(NCCN(C)C)C(=O)C12CC3CC(CC(C3)C1)C2 (configuration not stated)
 : 0	5	-10	4	-0.1	-0.2	105	-2	101
Cc1ccc(-c2ccc(S(=O)(=O)N3CCN(C)CC3)cc2)cc1
 : 14	11	2	18	0.2	-0.9	104	-5	100
O=[N+]([O-])c1ccccc1/C=N/n1c(-c2cccnc2)n[nH]c1=S
 : 7	-1	-4	-1	1.2	1.3	99	-9	122
